Source: PubChem BioAssay
HCV inh – blocks hepatitis C virus | Huh7.5.1 HCVcc-Cre infection, luciferase reporter, 44 h | hit rate 3.4% among 340,000 | Potency, µM (highest dose often 41.8 µM), inactives show at the highest dose activity change, negative = inhibition, actives largely listed as inhibitors; also: potency is read from the fitted curve at half-maximal effect; % is scaled to controls: 0 for no effect and ±100 for the full control effect
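Infectious HCVcc-Cre (~0.5 moi) was added to cells just after compound, with cells seeded 4 h earlier at 1,000 per well. Luciferase activity after 44 h culture reported infection; substrate was incubated 15 min at room temperature before reading.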
Pf growth 96h – P. falciparum growth inhibition at 96 hour, primary screen for plastid delayed-death inhibitors; Potency, µM (highest dose often 28.7 µM), inactives show at the highest dose activity change, negative = inhibition, actives largely listed as inhibitors; P. falciparum luciferase reporter growth, 96 h; AID 504834; hit rate 6.9% among 320,000; also: potency is read from the fitted curve at half-maximal effect; % is scaled to controls: 0 for no effect and ±100 for the full control effect
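96 h incubation, 37 C, 5% CO2, of luciferase-reporter P. falciparum-infected RBCs (2% hematocrit, 0.05% parasitemia final) with test compounds; endpoint luminescence.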
Pf growth 48h – inhibits P. falciparum growth in the first generation, 48 h; hit rate 5.9% among 310,000; AID 504832; Potency, µM (top dose mostly 28.7 µM), without a hit: at the highest dose activity change, negative = inhibition, usual class: inhibitors; P. falciparum luciferase growth in erythrocytes, 48 h; also: potency is read from the fitted curve at half-maximal effect; % is scaled to controls: 0 for no effect and ±100 for the full control effect
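Luciferase-expressing parasites in RBCs, 2% Hct / 0.1% parasitemia final; RPMI 1640 + 0.5% Albumax; 37 C, 5% CO2, one generation; luminescence read-out, lower signal = inhibition.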
Shiga toxin inh – blocks Shiga toxin action in Vero cells; Vero cells, Shiga toxin protein synthesis inhibition reporter; hit rate 9.2% among 290,000; inhibition, % at 38.7 µM; AID 2315; in the data active = inhibition mostly above about 28%, no sharp cut-off; inactive = mostly below about 43%; also: 0% is about no effect
CHX counter – counter-screen hit for Shiga toxin inhibitors, cycloheximide; max response, %; cell reporter, cycloheximide protein synthesis inhibition counterscreen; hit rate 12% among 300,000; AID 2314; in the data active = max response mostly above about 13%, no sharp cut-off; inactive = mostly below about 14%; also: read at 38.3 µM for the half of the compounds with a filed dose; 0% is about no effect
FBPA Giardia inh – inhibitors of Giardia lamblia fructose-1,6-bisphosphate aldolase. A8B2U2. purified Giardia FBPA. Potency, µM (titrated, usually from 59.6 µM), for inactives: top-dose activity, negative = inhibition, hits mostly inhibitors. hit rate 0.71% among 290,000. AID 2451; also: potency is read from the fitted curve at half-maximal effect; % is scaled to controls: 0 for no effect and ±100 for the full control effect; nearly all actives have a fitted effect of over 55% in size
Target sequence (A8B2U2 whole entry, looked up): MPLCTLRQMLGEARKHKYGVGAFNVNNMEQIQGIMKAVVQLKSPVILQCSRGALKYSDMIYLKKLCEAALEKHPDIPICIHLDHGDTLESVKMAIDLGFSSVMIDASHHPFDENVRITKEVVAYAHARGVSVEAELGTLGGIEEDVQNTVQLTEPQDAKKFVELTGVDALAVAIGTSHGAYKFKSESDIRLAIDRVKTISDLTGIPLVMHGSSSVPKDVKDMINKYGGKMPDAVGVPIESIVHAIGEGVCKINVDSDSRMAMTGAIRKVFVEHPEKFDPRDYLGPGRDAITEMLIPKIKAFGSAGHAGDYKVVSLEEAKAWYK
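Giardia FBPA (40 nM reagent) was preincubated 10 min at RT with compound (up to 57.5 uM final), then substrate plus GAPDH/TPI/NAD/arsenate coupling system with diaphorase/resazurin was added; resorufin fluorescence (525/598 nm) was read after 20 min.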
The depositor's hits bear a star; ? = inconclusive; . = no result given; & = joins results of further samples; [ ] = another dose, or the depositor's remark. Unless noted, calls follow the shape of the dose curve; as a rule, active = well fitted curve in the direction sought with a large enough effect; inconclusive = small, poorly fitted or top-dose-only effect, or another doubt; inactive = no such curve, though single readings can be large; an effect the other way counts as inactive or inconclusive.

SMILES | HCV inh | Pf growth 96h | Pf growth 48h | Shiga toxin inh | CHX counter | FBPA Giardia inh
CCOC(=O)c1c(NC(=O)c2ccno2)c2cc([N+](=O)[O-])ccc2n1C | 4% | 30% | -21% | 25 | -2 | 1%
Cc1cc(C)n(-c2ccc(C(=O)OCC(=O)Nc3ccc([N+](=O)[O-])cc3)cc2)n1 | 34%[activator] | -105% | -12% | -7 | 3 | 3%
CC(OC(=O)CN1C(=O)C2C3C=CC(C4CC34)C2C1=O)C(=O)c1ccccc1 (stereo unspecified) | 21% | -18% | 18% | -6 | -2 | -1%
O=C(c1ccccc1)C(CCC(CN1CCOCC1)C(=O)c1ccccc1)CN1CCOCC1 (stereo unspecified) | 5.6µM* | ? | -21% | -29 | -7 | -11%
O=C1c2ccccc2CN1CCNS(=O)(=O)c1ccc2ccccc2c1 | 7% | 35%[activator] | 48%[activator] | -17 | -3 | 1%
O=C(c1ccc(Oc2ccccc2)cc1)c1nc2c(n1O)CCCC2 | 13% | 1% | . | 47 | 21* | -3%
COCCSc1nnc(NC(=O)c2ccc(NC(C)=O)cc2)s1 | 10% | 13% | 20% | -9 | -2 | 3%
CC(=O)CCc1ccc(OCCCOc2cccc3cccnc23)cc1 | ? | ? | ? | 46* | 29* | 3%
CCOC(=O)c1c(C)[nH]c(C(=O)CSc2nnnn2-c2ccccc2)c1C | -4% | . | . | -7 | -3 | 5%
O=C(Nc1cccc(S(=O)(=O)NC2=NCCC2)c1)C1CCCCC1 | -8% | 0% | -3% | 14 | -1 | 0%
CCCCCc1nc2c(C#N)c(-c3ccc(Cl)cc3)ccn2n1 | 4% | ? | ? | -4 | 10 | -1%
CC(C)c1nnc(NC(=O)CCN2C(=O)c3ccccc3C2=O)s1 | 2% | -16% | 8% | -6 | 1 | 0%
O=C(COc1ccc(Cl)cc1)N(Cc1cccs1)C1CCS(=O)(=O)C1 (stereo unspecified) | 7% | ? | ? | 12 | -3 | -6%
O=C(O)CSc1nnnn1C1CCCCC1 | 1% | -13% | 0% | -3 | -4 | 10%
S=c1[nH]nc(-c2ccc3ccccc3n2)n1-c1ccc(Cl)cc1 | 40%[activator] | 0.59µM* | 7% | -3 | -1 | 7%
NC(=O)c1ccc(NC(=O)CN2CCOCC2)cc1 | -5% | -24% | 14% | -6 | -1 | 0%
CCOC(=O)c1c(NC(=O)COC(=O)c2nc(Cl)ccc2Cl)sc(C(=O)NC)c1C | ? | 27% | -6% | . | . | .
CCOC(=O)c1ccc(NC(=S)Nc2ccc(Cl)cn2)cc1 | 7% | -16% | 87%[activator] | -4 | -1 | -7%
COc1cc2ncnc(NCCc3ccccc3)c2cc1OC | 11µM* | ? | 10µM* | -11 | -3 | -3%
Cc1nc(-c2ccc(NC(=O)c3ccccc3Br)cc2)cs1 | ? | 52%[activator] | 86%[activator] | 57* | 55* | -11%

The final 3 records of the part before are carried over, then new ones follow.
SMILES | HCV inh | Pf growth 96h | Pf growth 48h | Shiga toxin inh | CHX counter | FBPA Giardia inh
CCOC(=O)c1ccc(NC(=S)Nc2ccc(Cl)cn2)cc1 | 7% | -16% | 87%[activator] | -4 | -1 | -7%
COc1cc2ncnc(NCCc3ccccc3)c2cc1OC | 11µM* | ? | 10µM* | -11 | -3 | -3%
Cc1nc(-c2ccc(NC(=O)c3ccccc3Br)cc2)cs1 | ? | 52%[activator] | 86%[activator] | 57* | 55* | -11%
COc1ccc(OC)c(N(CC(=O)N2CCN(c3cc(Cl)ccc3C)CC2)S(C)(=O)=O)c1 | -2%&5% | . | ? | -11 | -3 | -12%
Clc1ccc(-c2cn3cc(Cl)ccc3n2)cc1 | 9% | 78%[activator] | . | 74* | 42* | -21%
COc1ccc(S(=O)(=O)NCCc2ccncc2)cc1 | 6% | -7% | -16% | . | 1 | 1%
CCc1cccc(NC(=O)Cc2cn(C)c3ccccc23)c1 | 0% | ? | -22% | 1 | -2 | -1%
CCN1C(=O)[C@@H]2Cc3c([nH]c4ccccc34)C(c3ccc(OC)cc3)N2C1=S (stereo partly specified) | ? | ? | 15µM* | 32* | 21* | 2%
COc1c(Cl)ccc(Cl)c1C(=O)NC(=O)Nc1nc(C)cc(C)n1 | -30% | ? | -30% | -17 | 0 | .
COCCN(C(=O)CCC(=O)Nc1cc(C)on1)C(C(=O)NC(C)(C)C)c1cccc(OC)c1OC (stereo unspecified) | -1% | -2% | 7% | -3 | -2 | -4%
COC(=O)c1ccc(C23CC4(C2)[C@H](CN(Cc2ccc(-c5ccccc5)cc2)[C@@H]4c2ccccc2)C3c2ccc(C(F)(F)F)cc2)cc1 (stereo partly specified) | 3%[8.37 µM] | ? | ? | -4 | -2 | 3%&4%
CCN(CC)C(=O)c1nc[nH]c1C(=O)N1CCc2ccccc2C1 | 14% | 28% | 4% | . | . | .
C#CCOCCOCCOCCNc1nc(N2CCN(C(=O)CCCCCCCCCCNC(=O)Cn3cc(C[C@@H](C)O)nn3)CC2)nc(N2CCN(C(=O)CCCCCCCCCCNC(=O)[C@@H](CCSC)n3cc(CCO)nn3)CC2)n1 | -13% | 0.15µM* | 0.19µM* | . | . | .
CC(C)C[C@H](NC(=O)Nc1cccc(Cl)c1)C(=O)O | -3% | -2%[5.75 µM] | 10% | -9 | 2 | 4%
O=C(O)c1ccc(/C=N/NC(=O)c2ccc(NS(=O)(=O)c3cccs3)cc2)cc1 | 20% | 0% | -18% | 1 | -2 | -1%
CN(Cc1ccccc1)C(=O)COC(=O)c1cncc(Br)c1 | 23% | 13% | -4% | 21 | 14 | 0%
Cc1cccc(C)c1NC(=O)CN1C(=O)S/C(=C\c2cccn2-c2cccc(C(=O)O)c2)C1=O | 2% | 70%[activator] | 24% | -15 | -3 | -3%
COC(=O)c1ccc(C2C(Oc3ccc(OC)cc3)C(=O)N2CCc2ccc(OC)c(OC)c2)cc1 (stereo unspecified) | -11% | ? | -28% | 13 | 0 | -1%
N=C(N)SCCN | -13% | -7% | 1% | . | . | ?
COCCCNC(=O)C(=O)Nc1ccc2c(c1)N(S(=O)(=O)c1cccs1)CCC2 | ? | ? | ? | . | . | .
COc1c(C)cc(Br)cc1C(=O)Nc1ccc(N2CCN(S(C)(=O)=O)CC2)cc1 | -2%&18% | 15% | 8% | -4 | -8 | -1%
CC1CCc2c(sc(NC(=O)COC(=O)c3ccc(NC(=O)CC#N)cc3)c2C#N)C1 (stereo unspecified) | 1% | 19% | 56%[activator] | . | . | .
CCn1c(SCC(=O)Nc2ccc(N(C)C)cc2)nnc1-c1cccc(C)c1 | -11% | ? | -12% | 37 | 21 | -7%

Compound profiles (already shown):
COc1ccc(OC)c(N(CC(=O)N2CCN(c3cc(Cl)ccc3C)CC2)S(C)(=O)=O)c1 across the screens: HCV inh = -2%&5%; Pf growth 96h = .; Pf growth 48h = ?; Shiga toxin inh = -11; CHX counter = -3; FBPA Giardia inh = -12%
COc1ccc(S(=O)(=O)NCCc2ccncc2)cc1 across the screens: HCV inh = 6%; Pf growth 96h = -7%; Pf growth 48h = -16%; Shiga toxin inh = .; CHX counter = 1; FBPA Giardia inh = 1%

Additional entries follow.
SMILES | HCV inh | Pf growth 96h | Pf growth 48h | Shiga toxin inh | CHX counter | FBPA Giardia inh
Cc1c(N=C2N=C(NC(=O)c3ccc(F)cc3)c3ccccc32)c(=O)n(-c2ccccc2)n1C | -10% | 9%[5.75 µM] | 7.4µM* | -2 | -1 | 6%
O=S(=O)(NC(=S)Nc1ccccc1)c1ccc(F)cc1 | 7% | 25% | 9% | -11 | -3 | -2%
COc1ccc(C2SCC(=O)N2C)cc1 (stereo unspecified) | 10% | 47%[activator] | . | -12 | -3 | 7%
Cc1ccc(NC(=O)CN2C(=O)S/C(=C\C(=O)Nc3ccc(Cl)cc3)C2=O)cc1 | 5% | 2% | -15% | 10 | -2 | 3%
Cc1cc(=O)[nH]c(SCCOc2ccc3c(c2)CCC3)n1 | 8% | . | 16% | 8 | 14 | -18%
N#CCC(=O)N/N=C\c1cccc(OC/C=C/c2ccccc2)c1 | ? | ? | 263%[activator] | 122* | 53* | .
CC1CC(C)CN(C(=O)COC(=O)CNC(=O)C23CC4CC(CC(C4)C2)C3)C1 (stereo unspecified) | 14% | 13% | -13% | . | . | .
COCCn1c(N)c(N(Cc2ccccc2)C(=O)COc2ccccc2F)c(=O)[nH]c1=O | 13% | 10% | -25% | . | . | .
Cc1cccc(OCC(=O)Nc2ccc3c4c(cccc24)CC3)c1C | 0% | 35%[activator] | -4% | -15 | -3 | 0%
CCOC(=O)c1cccc(NC(=O)CN2C(=O)C3C4C=CC(C4)C3C2=O)c1 (stereo unspecified) | -9% | 112%[activator] | -6% | -6 | -1 | -3%
COc1ccc(NC(C)=O)cc1NC(=O)CN1CCN(CC(=O)Nc2ccc(Cl)cc2)CC1 | -7% | . | ? | -10 | -3 | 4%
Cc1ccccc1OCC(O)Cn1c(SC(C)C)nc2c1c(=O)[nH]c(=O)n2C (stereo unspecified) | -26% | 10µM* | ? | 3 | -2 | -12%
CC(C)(C)NCCOc1ccc(Br)cc1 | -15% | 5% | . | -7 | -5 | -15%
CCCCOCCCNC(=O)c1ccccc1OCC | 7% | . | 10µM* | -7 | -1 | 4%
O=C(NCCc1ccccc1)C1CCCN1S(=O)(=O)c1ccc(Cl)cc1 (stereo unspecified) | -6% | -9% | -19% | 8 | 4 | 6%
CNC(=O)c1cccn(Cc2cccc(C(F)(F)F)c2)c1=O | -25% | -17% | 2% | 18 | -3 | -1%
O=C(NC1(C(F)(F)F)NC(=O)N(CC2CCCCC2)C1=O)c1ccco1 (stereo unspecified) | 3% | ? | 12% | -7 | -8 | 0%
CC(C(=O)NCC1CCCCC1)N1CCN(S(=O)(=O)c2ccccc2F)CC1 (stereo unspecified) | 0% | ? | ? | -2 | -2 | 2%
CCN(CC(=O)Nc1cccc(OC)c1)C(=O)C1CCN(C(=O)Nc2ccccc2)CC1 | -21% | ? | . | -8 | -2 | 1%
CC(=O)N1CCC(N(CCN2CCOCC2)C(=S)Nc2ccc(C)cc2)CC1 | 5% | ? | 22% | 2 | -6 | 7.1µM*
O=CN1CCN(c2c([N+](=O)[O-])c(=O)oc3ccccc23)CC1 | 3% | ? | 0% | 17 | 4 | 3%
CCn1c(=O)c([N+](=O)[O-])c(NCC2CCCO2)c2ccccc21 (stereo unspecified) | -2% | ? | 22% | 5 | 0 | 8%
Cn1c(O)c(/C=N/N2CCOCC2)c(=O)[nH]c1=S | -13% | -22% | -2% | -2 | 10 | 0%
Cc1cc(C(=O)Nc2c(C)nn(Cc3ccc(Cl)cc3)c2C)no1 | 12% | ? | -3% | -11 | -2 | 5%
COC(=O)C1=C(N)OC2=C(C(=O)CC(C)(C)C2)C1c1ccccc1OC (stereo unspecified) | 11% | 10% | 18% | 23 | 7 | 2%
Cc1ccc(NC(=O)c2nc[nH]c2C(=O)N[C@@H](CCCCNC(=O)OC(C)(C)C)C(=O)OC(C)(C)C)cc1 | 3%[8.37 µM] | 12µM* | 13µM* | -11 | -3 | -28%
O=C(CN1C(=O)/C(=C\c2cccc(Cl)c2)Oc2ccccc21)N1CCN(c2ccccn2)CC1 | . | 9.3µM* | 23% | 12 | 11 | -2%
COCCN(C(=S)Nc1cc(C)cc(C)c1)C(C)c1cccnc1 (stereo unspecified) | -15% | -29% | 0% | 19 | 3 | 15%
Cc1ccc(C(=O)NC(=S)N(C)C2CCCCC2)cc1 | 10% | ? | -24% | 126* | 50* | .
CCOc1ccccc1CNC(=O)C1CCC(=O)N1C(C)C (stereo unspecified) | 6% | ? | 49%[activator] | 22 | 0 | 0%

Random draw from the library, and some 24% of all compounds hit somewhere here.
